TIM10 inh – growth inhibitors of isogenic TIM10 control yeast, primary screen, counter-screen for tim10-1 yeast inhibitor project, luminescence, uHTS; S. cerevisiae TIM10 strain growth, BacTiter-Glo luminescence, 24 h; inhibition, % at 10 µM; 1.4% of 330,000 active; AID 463195, 2010;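 active = inhibition of 40% or more at the single tested concentration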;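 also: wild-type TIM10 isogenic control strain grown at permissive 25 °C; 0% = DMSO yeast wells and 100% = minimal medium wells without yeast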
tim23-1 inh – growth inhibitors of tim23-1 mutant yeast, primary screen, luminescence, uHTS; S. cerevisiae tim23-1 growth, BacTiter-Glo luminescence, 24 h; inhibition, % at 20 µM; 1.3% of 330,000 active;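 active = growth inhibition of the mutant yeast at or above 50%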;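 also: temperature-sensitive mutant grown at 25 °C; plate controls were DMSO-treated mutant yeast for no effect and medium wells lacking yeast for full effect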
Jurkat NFkB inh – inhibitors of induced NF-kB luciferase reporter, primary screen, TCR NF-kB activation inhibitor project, cell-based, luminescence, uHTS; inhibition, % at 4 µM; Jurkat, PMA/ionomycin-induced NF-kB luciferase reporter; 0.53% of 330,000 active; in the data active = inhibition above about 50%
697 NFkB inh – inhibitors of PMA/ionomycin-induced NF-kB reporter, 697 cells, primary screen, B-cell NF-kB inhibitor project, cell-based, luminescence, uHTS; inhibition, % at 4 µM; 697 B-cell NF-kB luciferase reporter, 16 h; AID 435022, 2010; 0.33% of 330,000 active; in the data active = inhibition above about 35%
UPR CHOP act – activators of apoptotic CHOP UPR arm, primary screen, cell-based, CHO-CHOP luciferase reporter, luminescence, uHTS | activation, % at 10 µM | 0.34% of 330,000 active | AID 449763, 2010 | UPR activation; percent of tunicamycin response over DMSO baseline;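 active = at 10 µM dose, activation of 40% or more, normalized to positive control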;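 also: 100% = tunicamycin at 10 µg/mL and 0% = DMSO alone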
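Test system: CHO-CHOP cells, stable luciferase reporter of PERK-eIF2a-CHOP signalling | Quantity: 500 CHO-CHOP cells per well | Buffer or medium: F12 plus 10% serum | Compound dosing: 10 µM single point, 0.5% DMSO | Schedule: 6 h compound treatment, 37 °C | Signal: Luciferase luminescence | Control set: Tunicamycin high control, DMSO low control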
Mdm2-MdmX inh – inhibitors of human Mdm2-MdmX association, primary screen, cell-based, luminescence, split luciferase, SaOS-2, uHTS; 3% of 330,000 active; SaOS-2 split-luciferase Mdm2/MdmX complementation; Protein Mdm4 (Homo sapiens) + E3 ubiquitin-protein ligase Mdm2 (Homo sapiens), …; AID 485346, 2010; inhibition, % at 8 µM;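 active = inhibition of at least 50% at 8 µM in the primary screen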
Target sequence (O15151 whole entry, looked up): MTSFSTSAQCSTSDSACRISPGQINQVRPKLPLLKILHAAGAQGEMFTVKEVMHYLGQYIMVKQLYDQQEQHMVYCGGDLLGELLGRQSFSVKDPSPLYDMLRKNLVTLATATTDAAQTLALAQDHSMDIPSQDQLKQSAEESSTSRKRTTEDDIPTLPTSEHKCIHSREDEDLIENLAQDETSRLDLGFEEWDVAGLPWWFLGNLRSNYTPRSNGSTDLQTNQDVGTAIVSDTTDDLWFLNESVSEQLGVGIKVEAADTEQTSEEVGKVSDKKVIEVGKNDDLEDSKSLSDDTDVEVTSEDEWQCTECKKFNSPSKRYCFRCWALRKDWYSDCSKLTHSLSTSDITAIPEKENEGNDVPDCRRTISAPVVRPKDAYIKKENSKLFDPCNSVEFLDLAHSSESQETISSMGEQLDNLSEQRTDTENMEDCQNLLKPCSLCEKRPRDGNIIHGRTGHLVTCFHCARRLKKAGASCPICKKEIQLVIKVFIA
Target sequence (Q00987 whole entry, looked up): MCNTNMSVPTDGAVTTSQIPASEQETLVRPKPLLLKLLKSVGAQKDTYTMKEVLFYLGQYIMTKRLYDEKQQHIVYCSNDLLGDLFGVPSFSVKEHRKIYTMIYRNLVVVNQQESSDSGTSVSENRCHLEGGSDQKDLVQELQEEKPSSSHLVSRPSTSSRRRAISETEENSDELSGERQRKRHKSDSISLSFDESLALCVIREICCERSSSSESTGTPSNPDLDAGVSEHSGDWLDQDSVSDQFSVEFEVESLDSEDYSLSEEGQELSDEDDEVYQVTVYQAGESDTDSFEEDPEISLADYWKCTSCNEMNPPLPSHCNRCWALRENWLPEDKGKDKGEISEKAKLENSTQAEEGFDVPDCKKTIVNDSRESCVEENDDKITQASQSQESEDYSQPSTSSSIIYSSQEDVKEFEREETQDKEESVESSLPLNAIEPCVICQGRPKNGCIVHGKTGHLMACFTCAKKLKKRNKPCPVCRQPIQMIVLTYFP
tim10-1 inh – growth inhibitors of tim10-1 mutant yeast, primary screen, luminescence, uHTS; S. cerevisiae tim10-1 ts strain growth, BacTiter-Glo, 24 h; inhibition, % at 20 µM; 2.2% of 330,000 active;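 active = inhibition of at least 40%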;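 also: mutant grown at 25 °C; 0% = DMSO wells with yeast and 100% = wells holding no yeast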
XBP1 UPR activ – activators of adaptive XBP1 UPR arm, primary screen, cell-based, CHO-XBP1 luciferase reporter, luminescence, uHTS; activation, % at 20 µM; IRE1-XBP1 UPR activation; percent of tunicamycin response, DMSO as zero; 0.33% of 330,000 active;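 active = versus positive control, 20 µM dose yields 30% or more activation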;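 also: 100% = tunicamycin at 10 µg/mL and 0% = DMSO only wells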
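Material: CHO cell line with stable XBP1 luciferase reporter; buffer or medium: F12 medium containing 10% fetal bovine serum; compound: single point, 20 µM final compound, 1% DMSO; incubation: 6 h treatment, 37 °C; measured by: glow luminescence from Steady-Glo reagent; evaluation: activation, % of tunicamycin; control set: tunicamycin high, DMSO low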
* hit, by the source's call; & = joins results of further samples.

SMILES | TIM10 inh | tim23-1 inh | Jurkat NFkB inh | 697 NFkB inh | UPR CHOP act | Mdm2-MdmX inh | tim10-1 inh | XBP1 UPR activ
Oc1ccc(N=Cc2ccc(OCc3ccccc3)cc2)cc1 | -3 | 9 | -61 | -23 | 4.7 | -35 | 0 | 0
CCOc1ccccc1N(CC(=O)NC1CCCCC1)C(=O)CCC(=O)Nc1nccs1 | 7 | 12 | 6 | 2 | 2.1 | -7 | -8 | -5
CC(C)(C)NC(=O)NC(=O)COC(=O)c1ccc(OC(F)F)cc1 | 0 | 20 | -15 | 7 | 0.8 | 13 | 22 | 0
CCOC(=O)C1(O)CSc2nc3sc(C(=O)O)c(C)c3c(=O)n21 (stereo not drawn) | 4 | 11 | -1 | 16 | -0.7 | 2 | 5 | 4
CNCC(O)COc1ccccc1 (stereo not drawn) | -9 | 10 | 5 | 2 | -1.2 | -5 | -3 | 2
CCc1cccc(CC)c1N(COC)C(=O)Cn1ccccc1=N | -8 | -5 | 15 | -3 | -2.1 | 7 | -3 | 1
COC(=O)c1cc(=O)n2c(sc3ccccc32)c1C#N | 12 | 9 | -9 | 4 | -0.4 | 5 | 9 | 2
COc1ccc(-c2nnc(SCC(=O)NC3CCCCC3)n2N)cc1 | 7 | 5 | -17 | 14 | 0.9 | -25 | 8 | -1
COc1ccc(C(c2nnnn2C2CCCC2)N2CCN(C(=O)c3ccco3)CC2)cc1OC (stereo not drawn) | 0 | 12 | -1 | 1 | 0.7 | 18 | -7 | -2
CC(NC(=O)CC(O)(C(F)(F)F)C(F)(F)F)c1ccccc1 (stereo not drawn) | 9 | 19 | -9 | 0 | -1.4 | 13 | 20 | 0
COc1ccc(CC2(CO)CCN(Cc3cccc(OC)c3OC)CC2)cc1 | -18 | -1 | 8 | 1 | 1.1 | -11 | 24 | -3
O=C(N/C(=C/c1ccccc1Cl)C(=O)N1CCCCC1)c1ccco1 | 2 | 22 | 2 | 11 | -0.4 | 5 | 18 | -2
OCc1cc(CO)c(O)c(CCc2ccccc2)n1 | -2 | 9 | -1 | 17 | 2.7 | 24 | -10 | 0
N#Cc1cccc(NC(=O)CNc2cc(S(=O)(=O)N3CCOCC3)ccc2N2CCCC2)c1 | 1 | -5 | 9 | 22 | -0.6 | 0 | 9 | 0
Cc1ccc(N(C(=O)Cc2cccs2)C(C(=O)NC2CCCC2)c2ccncc2)cc1 (stereo not drawn) | 19 | 10 | 0 | -22 | -2.5 | -9 | 16 | -1
Cc1ccc(C)c(N2CCN(C(=O)Cc3ccc(NC4=NC5CS(=O)(=O)CC5S4)cc3)CC2)c1 (stereo not drawn) | 2 | -3 | -6 | 7 | -0.5 | 2 | 18 | 2
CC1(C(=O)OCC(=O)NCc2ccc(Cl)cc2)CC1(Cl)Cl (stereo not drawn) | -44 | 14 | -6 | 12 | -1.2 | 14 | -22 | -3
O=C(Nc1ccc(Cl)cn1)c1ccc2ccccc2n1 | 17 | 15 | -112 | -60 | 6.5 | 19 | 8 | 9
COc1cc(OC)c(OC)cc1CNCCNC(=O)c1nonc1N | 11 | 19 | -5 | -18 | -1.0 | 3 | 8 | 1
CCS(=O)(=O)N1CCN(c2c(Cl)cccc2[N+](=O)[O-])CC1 | 12 | 15 | 24 | 6 | 2.0 | 4 | 12 | -2
COC(=O)c1cccc(NC(=O)CSc2nc(O)c(-c3ccccc3)c(=O)[nH]2)c1 | -9 | 1 | 19 | 18 | 0.0 | 2 | 4 | -2
CC1C(=O)C(C)(C)C(=O)OC1c1ccc([N+](=O)[O-])cc1 (stereo not drawn) | 18 | 7 | 18 | 14 | 4.0 | 0 | 12 | -1
COc1ccc(NS(=O)(=O)c2cc(NC(=O)CC3CCCC3)ccc2N2CCOCC2)cc1 | 12 | 5 | 19 | 25 | -1.7 | 14 | 15 | -3
COc1ccccc1C(=O)NCC(=O)N/N=C/c1cc(Br)ccc1OC(=O)/C=C\c1ccco1 | 7 | -10 | 13 | 13 | 0.0 | 48 | 14 | -4
CC1CCCN(Cc2c(O)ccc3c(=O)c(-c4nc5ccccc5s4)c(N)oc23)C1 (stereo not drawn) | 52* | 56* | 1 | 5 | 3.4 | 70* | 38 | 0
COC(=O)C(C)Sc1nnc(SC(C)C(=O)OC)s1 (stereo not drawn) | 6 | 13 | -1 | 7 | -0.8 | 17 | 17 | 4
COc1cccc(/C=N/Nc2cc(C)nc(-c3ccccc3O)n2)c1O | 35 | 45 | 39 | 22 | 4.7 | 93* | 21 | 3
CCOCCCNC(=S)N(Cc1ccco1)Cc1cc2cc3c(cc2[nH]c1=O)OCCO3 | 1 | 22 | -16 | -11 | 0.5 | -1 | 25 | -2
CCc1cc(Cn2nc(-c3ccccc3)cc2C(=O)O)on1 | -10 | -11 | 7 | 12 | -1.5 | 8 | -2 | 0
Cn1c(C(=O)NCCN2CCOCC2)cc2c(=O)n3ccccc3nc21 | 5 | -4 | -7 | -15 | -1.9 | 2 | 14 | 0
c1csc(-c2cn3c(n2)SCC3)c1 | -7 | 11 | -3 | 13 | 4.2 | -8 | -29 | -3
COc1cc(NC(=O)c2ccccc2[N+](=O)[O-])ccc1NC(=O)C(C)C | -3 | 8 | -11 | 3 | 3.5 | 11 | 14 | 1
CC(C)CC(NC(=O)C1CCC(C)CC1)C(=O)NCc1ccccn1 (stereo not drawn) | -9 | 4 | -7 | -14 | -0.9 | -26 | 10 | 2
CC(C)(C)c1ccc(C(=O)NCc2nnc(SCC(=O)NC3CCCCC3)o2)cc1 | 5 | 7 | 2 | 21 | 1.4 | 16 | 5 | -5
Cc1ccc(NC(C)C(=O)N/N=C/c2ccc([N+](=O)[O-])s2)cc1 (stereo not drawn) | 7 | 16 | 3 | -29 | 1.1 | -27 | -38 | -1
O=C(N/N=C/c1ccc2cccnc2c1)c1ccco1 | 27 | 59* | -75 | -55 | -4.0 | -78 | 19 | -5
CCC(=O)c1ccc(OCCn2cnc3ccccc32)cc1 | -2 | 3 | -5 | -43 | 2.5 | 19 | 11 | 1
O=C(Nn1c(=O)[nH]c2ccccc2c1=O)c1ccco1 | 2 | 9 | 2 | -4 | -1.8 | -31 | 14 | 0
CCOC(=O)c1c(CN2CCCCC2)oc2ccc(OC)cc12 | -8&0 | -12&-3 | 7&-6 | -8&-4 | -2.4&-0.2 | -17&1 | 4&-2 | 3&0
Cn1c(=O)c2c(nc3n2CC(COc2ccccc2)O3)n(C)c1=O (stereo not drawn) | -8 | -3 | -15 | 12 | -0.2 | 17 | -7 | -3
CN(c1ccccc1)S(=O)(=O)c1cccc(C(=O)NCCc2ccc(O)c(O)c2)c1 | -7 | 3 | 0 | -8 | 93* | 1 | 21 | 97*
O=C(N/N=C/c1ccc([N+](=O)[O-])o1)c1cccc(S(=O)(=O)N2CCOCC2)c1 | 14 | 18 | 0 | 17 | 0.8 | -17 | 13 | -2
COc1ccc(-c2nc3ccccc3c(=O)n2CCOc2c(C)cccc2C)cc1 | 10 | 6 | 13 | 2 | -1.2 | -4 | 9 | -1
COc1ccc(/C=C(\NC(=O)c2ccco2)C(=O)N2CCCCC2)cc1 | 11 | 10 | 18 | 12 | 2.8 | -7 | -4 | -1
Cc1cc(C)n(CCN(C)C(=O)C2CCC(=O)N(CCc3cccc(F)c3)C2)n1 (stereo not drawn) | 1 | -12 | 2 | -9 | -1.8 | 16 | -1 | -1
Cc1c(C(=O)C(=O)NCc2ccco2)c2ccccc2n1C | -1 | 19 | -8 | 4 | 0.6 | -13 | 13 | 2
O=C(Nc1cccc(NC(=O)c2ncn[nH]2)c1)c1cccc(Cl)c1 | -1 | -6 | 5 | 26 | -0.7 | -12 | 6 | 0
Cc1nc2sc(C(c3ccco3)N3CC(C)OC(C)C3)c(O)n2n1 (stereo not drawn) | 7 | 7 | -12 | -27 | -1.3 | 15 | 8 | -1
Cc1cc([N+](=O)[O-])nn1CCCC(=O)Nc1ccc2c(c1)OCO2 | 9 | 13 | -21 | -45 | 2.0 | 28 | 5 | 0
O=C(CN1CCN(c2ccccn2)CC1)NC(=O)NC1CCCCC1 | -16 | -8 | 0 | -2 | -2.0 | 17 | 9 | -1
C=C(C)C1CC=C(C)/C(=N/NC(=O)COc2ccc(C)cc2)C1 (stereo not drawn) | -2 | -3 | 2 | 5 | 2.5 | -8 | 10 | 2
CCCc1c(C(=O)Nc2cc(C)on2)cnn1-c1ccccc1 | 1 | 15 | -7 | 8 | -0.5 | 0 | 7 | 0
COc1ccccc1NC(=O)CSc1nnnn1C1CCCCC1 | 22 | 12 | -6 | 14 | -1.7 | 21 | 3 | 3
COc1ccc(CCNC(=O)COc2ccc3c(C)cc(=O)oc3c2)cc1 | -12 | -24 | 4 | 12 | -0.7 | 27 | -14 | -5
CCN(CC)CCCNC(=O)c1cc(Nc2ccc(OC)cc2)nc2ccccc12 | -16 | 2 | -23 | -12 | -1.7 | 34 | 6 | -1
Cc1ccc(Nc2cc(C)c(O)c(C)c2)cc1 | 21 | 42 | -24 | -59 | 7.3 | 31 | 12 | 0
O=C(Cc1ccc(Cl)cc1Cl)Nc1ccc(OC(F)F)c(Cl)c1 | -3 | 1 | 6 | 11 | 2.0 | 15 | 14 | -2
COc1ccc(S(=O)(=O)N2CCN(c3ccccc3OC)CC2)cc1OC | -14 | 8 | 0 | -9 | -0.4 | -2 | 12 | -2
COc1ccc(-c2nnc(SCC(=O)N/N=C/c3ccccc3C(=O)O)n2-c2ccc(Cl)cc2)cc1 | -8 | 30 | 3 | -4 | 1.1 | -11 | 3 | -2
Cc1cc(C(=O)NNC(=O)c2ccccc2F)c2ccccc2n1 | -14 | -4 | -1 | 14 | 0.8 | -1 | -3 | -1
CCCCc1nnc(NC(=O)Cc2ccc(S(=O)(=O)N3CCOCC3)s2)s1 | -7 | 4 | -7 | 25 | 0.7 | 0 | 6 | -2
Cc1noc(C)c1NC(=O)N(C)C[C@H]1Oc2ccc(NS(=O)(=O)c3cccs3)cc2C(=O)N([C@H](C)CO)C[C@@H]1C | -2 | -24 | -15 | -12 | -0.1 | 19 | -4 | 2

Fetched by structure from above, 5 records:
SMILES | TIM10 inh | tim23-1 inh | Jurkat NFkB inh | 697 NFkB inh | UPR CHOP act | Mdm2-MdmX inh | tim10-1 inh | XBP1 UPR activ
CC(C)CC(NC(=O)C1CCC(C)CC1)C(=O)NCc1ccccn1 (stereo not drawn) | -9 | 4 | -7 | -14 | -0.9 | -26 | 10 | 2
COC(=O)c1cccc(NC(=O)CSc2nc(O)c(-c3ccccc3)c(=O)[nH]2)c1 | -9 | 1 | 19 | 18 | 0.0 | 2 | 4 | -2
Cc1noc(C)c1NC(=O)N(C)C[C@H]1Oc2ccc(NS(=O)(=O)c3cccs3)cc2C(=O)N([C@H](C)CO)C[C@@H]1C | -2 | -24 | -15 | -12 | -0.1 | 19 | -4 | 2
Cn1c(C(=O)NCCN2CCOCC2)cc2c(=O)n3ccccc3nc21 | 5 | -4 | -7 | -15 | -1.9 | 2 | 14 | 0
COc1cccc(/C=N/Nc2cc(C)nc(-c3ccccc3O)n2)c1O | 35 | 45 | 39 | 22 | 4.7 | 93* | 21 | 3
